V-ATPase pH: alters yeast V-ATPase proton transport | hit rate 0.37% among 350,000 | S. cerevisiae, pHLuorin cytosolic pH fluorescence | response, % at 10 µM; in the data active means response mostly above about 7.3%, no sharp cut-off; inactive means mostly below about 5.4%; further: actives read high; inactives centre near 0; some compounds called inactive have numbers as strong as hits; reference of the scale not given here
LANA DNA inh: inhibitors of KSHV LANA C-terminal domain DNA binding; inhibition, % at 9 µM; AID 504423; MBP-C-LANA/FAM-LBS DNA binding, fluorescence polarization; hit rate 0.078% among 340,000;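 active means highest replicate inhibition at or above 60% at 9 µM, even if other replicates fall short; inactive means all replicates below 60% inhibition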;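 further: 0% = neutral control wells and 100% = 4 µM acridine orange control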
HTR5A inv ag: counter-screen for OPRM1-OPRD1 inverse agonists: human HTR5A inverse agonism. P47898. HTR5A cell line, luminescence. inhibition, % at 9.3 µM. hit rate 0.083% among 340,000; in the data active means inhibition mostly above about 23%, no sharp cut-off; inactive means mostly below about 18%;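 further: 0% = cells with DMSO and 100% = no-cell wells with DMSO; some compounds called inactive have numbers as strong as hits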
OPRM1-OPRD1 ag: OPRM1-OPRD1 heterodimerization agonism; cells, luminescence; P35372+P41143; AID 504326; activation, % at 9.3 µM; hit rate 0.3% among 340,000; in the data active means activation above about 18%;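 further: 0% = vehicle-treated cells and 100% = reference agonist; values of inactives mirror those of a sister screen read the other way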
Target sequence (P35372 whole entry, looked up): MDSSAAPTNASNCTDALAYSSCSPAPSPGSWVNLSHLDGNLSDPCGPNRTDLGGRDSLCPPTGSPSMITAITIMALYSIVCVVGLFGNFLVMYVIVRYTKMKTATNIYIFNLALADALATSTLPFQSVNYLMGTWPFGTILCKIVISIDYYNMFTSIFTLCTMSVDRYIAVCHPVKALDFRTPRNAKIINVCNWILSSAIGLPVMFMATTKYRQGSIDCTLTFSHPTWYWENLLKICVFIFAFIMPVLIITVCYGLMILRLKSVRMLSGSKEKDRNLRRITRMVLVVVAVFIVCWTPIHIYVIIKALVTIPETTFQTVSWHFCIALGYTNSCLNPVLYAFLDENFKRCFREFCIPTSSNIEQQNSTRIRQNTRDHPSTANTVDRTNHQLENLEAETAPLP
Target sequence (P41143 whole entry, looked up): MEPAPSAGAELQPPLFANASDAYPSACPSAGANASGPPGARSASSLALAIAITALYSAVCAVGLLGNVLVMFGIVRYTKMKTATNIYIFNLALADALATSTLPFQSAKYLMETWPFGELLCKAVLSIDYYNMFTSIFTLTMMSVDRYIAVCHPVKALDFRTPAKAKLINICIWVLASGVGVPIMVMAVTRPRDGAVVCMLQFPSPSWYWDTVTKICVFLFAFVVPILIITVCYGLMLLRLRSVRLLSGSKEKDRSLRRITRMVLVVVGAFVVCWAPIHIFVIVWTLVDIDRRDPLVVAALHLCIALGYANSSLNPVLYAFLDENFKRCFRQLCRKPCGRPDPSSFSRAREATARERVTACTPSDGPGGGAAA
CAL PDZ FP: inhibitors of human CAL PDZ peptide binding | Q9HD26 | purified CAL PDZ, TMR-peptide fluorescence polarization, 1 h | inhibition, % at 24.9 µM | hit rate 0.92% among 300,000;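 active means mean inhibition of at least 30% with at least half of replicates also reaching 30%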;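 further: 0% = DMSO neutral control and 100% = excess unlabeled competitor peptide PRC23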
RTF Ca sens act: increases calcium sensitivity of human cardiac regulated thin filaments; activation, % at 7.2 µM; IANBD-labeled TnC RTF fluorescence at EC20 calcium; 0% EC20 calcium, 100% full calcium; P19429+P45379; hit rate 0.24% among 340,000; AID 493008;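 active means activation above the mean over all tested compounds plus 3 SD, cut at about 30% in these data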;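 further: rise in fluorescence read as greater calcium sensitivity of cardiac thin filaments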
OPRM1-OPRD1 inv: mu-delta opioid heterodimer inverse agonism. P35372+P41143. cell-based MOR-DOR heterodimer luminescence. inhibition, % at 9.3 µM. hit rate 0.21% among 340,000. AID 504357; in the data active means inhibition above about 22%, passing the limit was not always enough;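 further: 0% = cells with DMSO and 100% = wells without cells with DMSO; values of inactives mirror those of a sister screen read the other way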
HTR5A ag: activates human HTR5A in OPRM1-OPRD1 agonist counter-screen. P47898. hit rate 0.61% among 340,000. activation, % at 9.3 µM. AID 504692. HTR5A agonist assay, luminescence, cell-based; in the data active means activation mostly above about 9.5%, no sharp cut-off; inactive means mostly below about 7.6%;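 further: 0% = cells with vehicle only and 100% = reference agonist; strong numbers were not always called active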
Cardiac RTF inh: cardiac RTF calcium desensitization; hit rate 0.12% among 340,000; IANBD-labeled cardiac RTF, Ca2+ fluorescence; P19429+P45379; AID 493244; inhibition, % at 7.15 µM;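 active means inhibition above the mean inhibition of all tested compounds plus 3 SD, cut at about 17% in these data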;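 further: assay run at fixed EC70 calcium of 1.6 mM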
Keap1 Nrf2 FP: inhibitors of human Keap1-Nrf2 protein-protein interaction | AID 504523 | Keap1 Kelch-Nrf2 peptide fluorescence polarization, 1536-well | Q14145 | hit rate 0.15% among 340,000 | inhibition, % at 9.4 µM; in the data active means inhibition above about 12%;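 further: human Keap1 Kelch domain with fluorescein labeled Nrf2 9mer peptide probe; 0% = neutral control wells and 100% = peptide positive control; higher means more block of Keap1 binding to Nrf2 peptide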
Numbers without * were called inactive; / = no result given.

SMILES	V-ATPase pH	LANA DNA inh	HTR5A inv ag	OPRM1-OPRD1 ag	CAL PDZ FP	RTF Ca sens act	OPRM1-OPRD1 inv	HTR5A ag	Cardiac RTF inh	Keap1 Nrf2 FP
CC(=O)NC(NC(=S)Nc1ccc(C)cc1C)C(Cl)(Cl)Cl (configuration not stated)	-4	-0.5	2	-2.1	0	-2	10	-1	0	2
COCCn1c(SCC(=O)Nc2ccccc2OC)nc2ccccc2c1=O	-2	5.2	1	-0.6	-4	-1	3	0	-1	1
COC(=O)c1ccccc1NC(=O)Cn1c(CCC(=O)O)ccc1-c1cccs1	6	-0.5	11	-2.4	/	3	12	1	-1	-3
Cc1ccc(C)c(N2N=C(C(=O)Nc3ccc(N4CCOCC4)cc3)CCC2=O)c1	0	-0.1	4	-0.9	-4	-9	6	-1	-26	0
Cc1ccc(SCc2cc(=O)[nH]c(/N=C(\N)Nc3ccc(C)c(C)c3)n2)cc1	0	-0.6	14	-0.9	5	-4	5	1	3	4
CCS(=O)(=O)c1ccc(O)c(NC(=O)CC2(CC(=O)O)CCCC2)c1	-5	0.5	-19	0.5	3	-1	-2	3	-3	-3
C=CCn1c(NC(=O)c2ccc(C)cc2)c(C#N)sc1=N	-2	1.8	11	-2.2	-2	-7	13	7	-18	2
Cc1ccc(C)c(NC(=S)N2CCCCC2CO)c1 (configuration not stated)	0	-1.6	20	-1.1	2	0	6	-4	-13	-1
COc1ccc(NC(=O)CN2C(=O)NC(C)(c3ccccc3)C2=O)c(OC)c1 (configuration not stated)	0	5.1	0	-3.5	-6	1	19	0	5	-7
O=C(Nc1ccc(Cl)c(Cl)c1)N(CCCN1CCOCC1)Cc1cccnc1	6	-0.5	-16	-1.2	-2	7	6	7	-2	-4
Cc1ccc(NC(=O)CN(C)C(=O)c2cccc(-n3cccc3)c2)cc1	-3	28	4	-1.9	-4	-3	10	-2	2	1
CC(=O)NC(Cc1c[nH]c2ccccc12)C(=O)N1CCN(S(=O)(=O)c2ccccc2)CC1 (configuration not stated)	-1	0.0	0	-2.3	-2	-3	10	0	-10	-1
CC(C)(C)OC(=O)C[C@H]1C/C=C\C[C@@H](CC(=O)N(CCO)Cc2ccccc2)C(=O)N2CCC[C@H]2COC1=O	3	-1.8	-2	-3.0	1	2	14	0	-9	-4
CN(C)CCCN(C(=O)C1=COCCO1)c1nc2ccc(Br)cc2s1	0	-2.3	-10	-1.0	-3	3	5	11	2	-7
Cc1ccc(S(=O)(=O)NCCNC(=O)C2CCCNC2=O)cc1 (configuration not stated)	-2	0.7	-12	-2.1	-3	1	12	0	3	-4
CCOC(=O)Cn1cnc2c(nnn2Cc2ccc(Cl)cc2)c1=O	0	0.0	-1	-1.3	-2	-5	7	0	3	1
C[C@]12CCC(=O)C[C@@H]1CC[C@@H]1[C@@H]2CC[C@]2(C)C=CC[C@@H]12	5	2.7	-9	2.0	-5	4	-11	3	17	-4
Cc1cc(C(=O)CSc2nnc(CCC(N)=O)n2C)c(C)n1C1CC1	1	1.0	-10	-1.9	-3	-2	12	0	-5	-2
CC(=O)Nc1ccc(NC(=O)CC(c2ccccc2)c2ccccc2)cc1	0	1.0	-3	-2.2	-2	1	11	1	-8	-2
CCCC(C(=O)Nc1ccc(S(=O)(=O)N2CCOCC2)cc1)c1ccccc1 (configuration not stated)	-1	1.6	11	0.9	-3	-2	-4	-4	-5	0
CN(C)CCCN=C(NO)c1ccc(Cl)cc1Cl	0	-1.0	-32	-0.3	-4	0	1	9	-2	-4
COc1ccc([C@H]2CC(=O)C=C(c3cccc(OC)c3)C2)cc1	3	0.1	14	-2.3	-3	-2	13	7	-11	-1
O=C(COC(=O)C1CC2C=CC1C2)Nc1ccccc1[N+](=O)[O-] (configuration not stated)	5	-0.4	-13	2.1	-5	1	-8	5	0	-8
Cn1c(=O)oc2cc(S(=O)(=O)N3CCCC(C(=O)N4CCc5ccccc5C4)C3)ccc21 (configuration not stated)	0	-0.3	-25	-0.3	/	0	2	9	-5	3
CCOc1ccc(CCNC(=O)C2CCCN(S(=O)(=O)N3CC(C)CC(C)C3)C2)cc1OCC (configuration not stated)	7	0.1	17	-2.1	-2	-5	11	-2	4	0
Next compounds.
SMILES	V-ATPase pH	LANA DNA inh	HTR5A inv ag	OPRM1-OPRD1 ag	CAL PDZ FP	RTF Ca sens act	OPRM1-OPRD1 inv	HTR5A ag	Cardiac RTF inh	Keap1 Nrf2 FP
Cc1[nH]n(-c2ccccc2)c(=O)c1/C=N/N1C(=O)c2cccc3cccc(c23)C1=O	-2	-1.6	0	-2.6	3	1	13	0	-2	-4
Cc1ccc(CN2CCN(Cc3ccc4cc(F)ccc4n3)CC2CCO)o1 (configuration not stated)	1	0.2	5	-1.3	-4	-1	6	4	-5	0
Cc1ccsc1/C=C1/SC(=O)N(CC(=O)N2CCCC2)C1=O	1	-0.5	-7	-1.5	3	-6	10	2	-5	-4
CC(C)C(OC(=O)C1=Cc2ccccc2OC1)C(=O)NCC1CCCO1 (configuration not stated)	-4	0.6	7	-1.2	/	-2	6	-2	-3	-4
CCOC(=O)c1c(NC(=O)Cc2cccs2)sc(C(=O)N2CCCCC2)c1C	/	-1.1	-12	-0.7	-1	8	4	0	-25	-3
Cc1[nH]c2ccc(F)cc2c1CCN(Cc1ccncc1)C(=S)Nc1ccccc1	2	-0.3	-4	0.8	-3	-1	-4	4	0	-3
N#C/C(=C\c1ccc(N2CCCCC2)o1)C(N)=O	2	-18	10	-2.5	-2	56*	12	1	-58	-57
CC(C)C(=O)Nc1ccc2c(c1)C(=O)N(CCC(=O)O)C2=O	6	0.0	2	-0.4	-2	1	2	-1	-8	-3
CCOc1ccccc1C(=O)Nc1c[nH]c(=O)[nH]c1=O	2	0.3	-11	-2.0	-4	3	10	3	-16	-3
Cc1ccccc1N/C=C/C(=C(C#N)C#N)N(C)C	1	0.2	13	0.7	-15	6	-5	-5	7	2
CCOC(=O)C1CN(S(=O)(=O)c2cccs2)c2ccc(CC(=O)OC)cc2O1 (configuration not stated)	-1	0.1	10	-5.6	-5	-7	18	4	-1	0
CCn1c(-c2ccncc2)n[nH]c1=S	-1	-0.2	-16	-0.3	0	-9	2	6	-22	-7
Cc1ccc(C(=O)Nc2cc(=O)n(C)c(=O)n2C)cc1C	-3	-0.2	-16	-1.9	-4	-4	10	6	-2	-2
NC(=O)c1ccc[n+](CC(=O)Nc2ccccc2C(=O)O)c1	-3	-0.3	-1	-3.8	-7	0	20	0	1	-2
CS(=O)(=O)N1CCN(c2nc(-c3ccccc3)cs2)CC1	2	-2.3	-3	-1.5	-1	-1	8	3	-12	0
Cc1nn(-c2ccc(Cl)cc2)c2sc(C(=O)N3CCN(c4ccccn4)CC3)cc12	-2	-1.9	-56	-2.5	-2	3	14	22*	6	-2
COc1ccc(O)c(C(=O)c2cc(C#N)c(=O)n(CCN3CCOCC3)c2)c1	-2	3.4	3	-3.8	-2	-1	19	-1	-5	3
CCOC(=O)C1CCN(C(=O)Nc2ccc3snnc3c2)CC1	5	-0.9	-1	0.9	/	-4	-5	0	-8	2
O=C(NCCCN1CCCC1=O)c1cccc(S(=O)(=O)NCc2ccccc2)c1	-3	0.2	-6	0.5	-2	-3	-4	2	-12	4
O=C1CC(c2ccccc2Cl)CC(O)=C1C=Nc1ccccc1 (configuration not stated)	-4	-1.3	-5	4.0	-1	-4	-27	1	-15	0
CC1(C)CC(=O)N(c2cc(Cl)ccc2Cl)C(=O)C1	0	2.6	15	-2.8	-7	0	13	-4	-5	1
CC1Cc2ccccc2N1S(=O)(=O)c1cccc(C(=O)N2CCCCC2)c1 (configuration not stated)	-5	-0.3	-8	0.5	/	-7	-4	3	-3	1
C[C@@H]1CC=C[C@H]2[C@H]1C(=O)N(Cc1ccccc1)[C@H]2c1ccc(C(F)(F)F)cc1	-13	1.5	-7	3.7	-4	2	-20	1	-3	-1
COc1cccc(N2CCN(C(=O)c3ccc(CS(=O)c4ccc(C)cc4)o3)CC2)c1 (configuration not stated)	5	-1.0	-2	-2.1	-1	-1	11	1	6	-2
[O-][n+]1onc2c1CCc1nnc(-c3ccccc3)cc1-2	1	0.8	9	-1.5	-1	0	7	-4	-2	0
Further records
SMILES	V-ATPase pH	LANA DNA inh	HTR5A inv ag	OPRM1-OPRD1 ag	CAL PDZ FP	RTF Ca sens act	OPRM1-OPRD1 inv	HTR5A ag	Cardiac RTF inh	Keap1 Nrf2 FP
CC(=O)Nc1ccc(S(=O)(=O)NCCC(=O)Nc2ncccc2C)cc1	-8	-0.6	1	-0.1	1	3	1	-1	-16	-2
CC(C)CCNC(=O)CN(Cc1ccc2c(c1)OCO2)C(=O)CCC(=O)Nc1ccccn1	2	-0.2	-3	-3.0	-2	-5	13	1	0	-3
O=C(CCCN1C(=O)/C(=C\c2ccco2)SC1=S)Nc1cccc2ccccc12	0	1.8	-40	-0.3	1	7	2	1	5	-1
O=C(CSCc1ccccc1Cl)NNC(=S)Nc1ccccc1	0	-1.5	-6	0.0	-3	-4	0	-2	-2	-2
Cc1ccc(Nc2nc(N)nc(CSc3nc4ccccc4s3)n2)cc1	0	0.5	11	2.3	2	7	-13	6	-2	1
O=C(CCC1CCCN(C(=O)c2ccc3cc[nH]c3c2)C1)NCc1ccc(F)c(F)c1 (configuration not stated)	1	5.4	-9	-4.1	/	-2	21	-3	-3	2
Cc1ccc(C(=O)N2CCN(c3cc(=O)[nH]nc3-c3ccccc3)CC2)cc1	1	-0.4	-4	-0.1	-3	-3	1	13	-9	-2
COc1cc(/C=N/Nc2ccccn2)cc(OC)c1O	1	-0.1	1	4.0	-5	-1	-20	0	-8	-3
O=C(CCCCCn1c(=S)[nH]c2cc3c(cc2c1=O)OCO3)NCCc1ccccc1	1	-0.2	3	1.0	-2	-6	-5	-1	-6	-1
O=C(c1ccccc1F)N1CCN(c2ccccc2F)CC1	-2	-0.8	-6	-3.2	6	6	18	4	8	-1
CCN(CC(=O)Nc1ccc(NC(C)=O)cc1)C(=O)/C=C/c1ccco1	-2	-0.7	4	-0.7	/	10	4	-1	-8	-1
C[C@H]1CN([C@@H](C)CO)C(=O)c2cccc(NC(=O)c3ccc(-c4nccs4)cc3)c2O[C@@H]1CN(C)C(=O)Nc1cccc2ccccc12	-3	4.7	-26	-0.1	-3	11	1	9	1	1
COc1ccc(Cl)cc1N1C(=O)C2CCCN2C1c1ccc(F)cc1 (configuration not stated)	-4	-1.3	11	-0.8	/	14	4	-4	-3	-6
COc1ccc(C(=O)Nc2ccc(F)cc2F)cc1	3	1.9	-16	-0.4	-4	2	3	4	-2	-2
C/C(=N\OC(=O)c1cccc(Cl)c1)c1sc(C)nc1C	2	-0.4	-3	-0.9	-2	-5	4	3	-2	2
CN(C1CCCCC1)S(=O)(=O)c1cn(C)c(=O)n(C)c1=O	-4	0.4	8	-2.9	1	-1	12	-3	2	-3
CC(C)CCNC(=O)Cc1ccc(Nc2nc(=S)[nH]c3ccccc23)cc1	-2	1.8	0	-2.6	-5	3	13	0	5	-1

Compound activity (PubChem BioAssay)
